697 NFkB inh: lowers PMA/ionomycin-induced NF-kB signal in 697 B cells; 697 B-cell NF-kB luciferase reporter, 16 h; inhibition, % at 4 µM; 0.33% of 330,000 active; AID 435022; in the data active means inhibition above about 35%
UPR XBP1 act: activators of adaptive arm of unfolded protein response (XBP1); CHO-XBP1 luciferase reporter, IRE1-XBP1 UPR activation, luminescence; percent of tunicamycin response, DMSO as zero; activation, % at 20 µM; 0.33% of 330,000 active; AID 463104;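 active means versus positive control, 20 µM dose yields 30% or more activation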;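 further: 100% = tunicamycin at 10 µg/mL and 0% = DMSO only wells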
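Material: CHO cell line with stable XBP1 luciferase reporter; schedule: 16-18 h cell attachment at 37 °C, then 6 h compound exposure; signal: glow luminescence from Steady-Glo reagent; medium: serum-containing F12 medium, 10% FBS; benchmarks: tunicamycin 10 µg/mL and vehicle-only wells; read-out: percent activation relative to tunicamycin reference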
tim10-1 inh: inhibits growth of tim10-1 mutant yeast; inhibition, % at 20 µM; 2.2% of 330,000 active; S. cerevisiae tim10-1 ts strain growth, BacTiter-Glo, 24 h; AID 463190;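 active means inhibition of at least 40%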;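 further: mutant grown at 25 °C; 0% = DMSO wells with yeast and 100% = wells holding no yeast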
tim23-1 inh: tim23-1 yeast growth inhibition. 1.3% of 330,000 active. inhibition, % at 20 µM. AID 463212. S. cerevisiae tim23-1 growth, BacTiter-Glo luminescence, 24 h;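 active means growth inhibition of the mutant yeast at or above 50%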;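 further: temperature-sensitive mutant grown at 25 °C; plate controls were DMSO-treated mutant yeast for no effect and medium wells lacking yeast for full effect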
Jurkat NFkB inh: lowers PMA/ionomycin-induced NF-kB signal in Jurkat cells. PMA/ionomycin-induced NF-kB luciferase reporter, luminescence. inhibition, % at 4 µM. 0.53% of 330,000 active; in the data active means inhibition above about 50%
UPR CHOP act: activators of apoptotic arm of unfolded protein response (CHOP). AID 449763. activation, % at 10 µM. CHO-CHOP luciferase reporter, UPR activation, luminescence; percent of tunicamycin response over DMSO baseline. 0.34% of 330,000 active;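 active means at 10 µM dose, activation of 40% or more, normalized to positive control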;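 further: 100% = tunicamycin at 10 µg/mL and 0% = DMSO alone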
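System: CHO-CHOP luciferase reporter cell line; amount: 500 cells/well; buffer or medium: F12 medium containing 10% fetal bovine serum; incubation: 6 h compound exposure at 37 °C after overnight seeding; measured by: luciferase luminescence after 10 min with Steady-Glo reagent; evaluation: % reporter activation, DMSO baseline versus tunicamycin full activation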
TIM10 inh: inhibits growth of TIM10 yeast strain; S. cerevisiae TIM10 strain growth, BacTiter-Glo luminescence, 24 h; AID 463195; inhibition, % at 10 µM; 1.4% of 330,000 active;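 active means inhibition of 40% or more at the single tested concentration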;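 further: wild-type TIM10 isogenic control strain grown at permissive 25 °C; 0% = DMSO yeast wells and 100% = minimal medium wells without yeast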
Mdm2 MdmX PPI: inhibitors of human Mdm2/MdmX interaction; O15151+Q00987; SaOS-2 split-luciferase Mdm2/MdmX complementation, luminescence; inhibition, % at 8 µM; 3% of 330,000 active;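 active means inhibition of at least 50% at 8 µM in the primary screen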
Target sequence (O15151 whole entry, looked up): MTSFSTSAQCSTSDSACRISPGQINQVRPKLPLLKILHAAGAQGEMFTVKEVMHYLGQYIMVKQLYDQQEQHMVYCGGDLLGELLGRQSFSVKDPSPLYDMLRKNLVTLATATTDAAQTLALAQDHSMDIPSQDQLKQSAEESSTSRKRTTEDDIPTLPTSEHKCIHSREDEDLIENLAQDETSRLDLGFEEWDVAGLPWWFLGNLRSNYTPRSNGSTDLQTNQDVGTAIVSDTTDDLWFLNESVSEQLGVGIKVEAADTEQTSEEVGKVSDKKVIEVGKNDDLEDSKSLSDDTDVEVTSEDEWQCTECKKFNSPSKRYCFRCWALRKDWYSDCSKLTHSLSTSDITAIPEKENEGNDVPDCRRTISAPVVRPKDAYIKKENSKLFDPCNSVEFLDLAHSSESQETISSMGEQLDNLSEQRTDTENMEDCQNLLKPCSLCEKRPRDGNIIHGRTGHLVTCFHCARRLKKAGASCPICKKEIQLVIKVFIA
Target sequence (Q00987 whole entry, looked up): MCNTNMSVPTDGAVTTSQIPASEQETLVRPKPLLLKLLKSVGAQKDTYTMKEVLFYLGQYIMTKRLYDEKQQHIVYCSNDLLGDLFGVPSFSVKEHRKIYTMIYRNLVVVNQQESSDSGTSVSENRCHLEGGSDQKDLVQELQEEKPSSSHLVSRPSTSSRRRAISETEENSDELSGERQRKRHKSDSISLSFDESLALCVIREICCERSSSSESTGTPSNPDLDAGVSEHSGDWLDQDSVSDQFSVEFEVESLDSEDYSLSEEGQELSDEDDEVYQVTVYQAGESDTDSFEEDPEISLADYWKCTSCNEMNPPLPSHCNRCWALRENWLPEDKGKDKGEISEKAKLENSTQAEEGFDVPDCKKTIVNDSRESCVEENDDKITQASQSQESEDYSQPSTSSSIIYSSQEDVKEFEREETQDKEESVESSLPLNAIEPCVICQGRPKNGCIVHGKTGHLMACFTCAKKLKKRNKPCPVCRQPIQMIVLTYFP
The depositor's hits bear a star.

SMILES | 697 NFkB inh | UPR XBP1 act | tim10-1 inh | tim23-1 inh | Jurkat NFkB inh | UPR CHOP act | TIM10 inh | Mdm2 MdmX PPI
CCC(=O)N1CCc2cc(S(=O)(=O)CCC(=O)NCc3ccc4c(c3)OCO4)ccc21 | -4.6 | 0.2 | 0.9 | 4.5 | -2.7 | -0.3 | -2.2 | 20.1
CC1CCC2(CC1)C(Nc1cccc(Cl)c1)=NC(=S)N2CC#N (stereo unspecified) | -21.6 | 4.7 | 43.0* | 40.9 | -6.5 | -0.4 | 30.5 | 32.7
COc1ccc2c(c1)CCc1c-2n[nH]c1C(=O)NCCC(C)C | -204.6 | -4.7 | 13.0 | 29.0 | -132.6 | 2.6 | 11.8 | -119.7
Cn1nnnc1N=N/C(=N/Nc1ccccc1)c1ccccc1 | -40.5 | 5.3 | 54.5* | 74.6* | 38.1 | 5.9 | 68.9* | 86.1*
COc1cccc(/C=C2\Oc3ccc(O)cc3C2=O)c1O | -56.0 | -4.1 | 28.8 | 24.0 | 6.9 | -0.2 | 23.6 | -113.6
CSc1cc(-c2ccccc2)n(Cc2c(Cl)cccc2Cl)c(=O)c1C#N | -25.3 | 1.4 | -16.3 | -14.2 | 42.7 | -0.2 | -20.0 | 65.7*
C=CC[C@H](CC(=O)N(CCO)Cc1ccccc1)C(=O)N[C@H](COC(=O)[C@@H](CC=C)CC(=O)OC(C)(C)C)Cc1c[nH]c2ccccc12 | -10.2 | -3.7 | -7.0 | 1.2 | -10.7 | 6.8 | 0.7 | 46.1
C=C1[C@@H](O)[C@@H]2O[C@]3(CC[C@H](/C=C/[C@@H](C)[C@@H]4CC(C)=CC5(O[C@H](C[C@@](C)(O)C(=O)OC)CC[C@H]5O)O4)O3)CC[C@H]2O[C@@H]1[C@@H](O)C[C@H](C)[C@H]1OC2(CCCCO2)CC[C@H]1C (stereo partly specified) | -12.9 | 7.4 | 6.8 | 13.3 | -5.5 | 2.1 | -0.8 | 99.5*
CCN1CCN(C(=O)c2ccc3nc(-c4ccccc4)c(-c4ccccc4)nc3c2)CC1 | -13.3 | 0.1 | 22.0 | 11.9 | -6.1 | 3.5 | 19.9 | -10.4
Cc1nnc(SCC(=O)N2CCN(c3ccccc3F)CC2)n1C1CC1 | 6.8 | -1.8 | -14.2 | 13.6 | 7.1 | 2.1 | -0.5 | 8.3

Mdm2 MdmX PPI: hit marks shown above.
Molecule | 697 NFkB inh | UPR XBP1 act | tim10-1 inh | Jurkat NFkB inh | TIM10 inh | Mdm2 MdmX PPI
Cn1nnnc1N=N/C(=N/Nc1ccccc1)c1ccccc1 | -40.5 | 5.3 | 54.5* | 38.1 | 68.9* | 86.1*
CSc1cc(-c2ccccc2)n(Cc2c(Cl)cccc2Cl)c(=O)c1C#N | -25.3 | 1.4 | -16.3 | 42.7 | -20.0 | 65.7*
C=C1[C@@H](O)[C@@H]2O[C@]3(CC[C@H](/C=C/[C@@H](C)[C@@H]4CC(C)=CC5(O[C@H](C[C@@](C)(O)C(=O)OC)CC[C@H]5O)O4)O3)CC[C@H]2O[C@@H]1[C@@H](O)C[C@H](C)[C@H]1OC2(CCCCO2)CC[C@H]1C (stereo partly specified) | -12.9 | 7.4 | 6.8 | -5.5 | -0.8 | 99.5*

Going on with the list:
SMILES | 697 NFkB inh | UPR XBP1 act | tim10-1 inh | tim23-1 inh | Jurkat NFkB inh | UPR CHOP act | TIM10 inh | Mdm2 MdmX PPI
O=C(O)c1cc(O)ccc1NC(=O)C1CCCO1 (stereo unspecified) | 9.2 | -3.7 | 8.9 | 15.3 | 4.6 | -1.2 | -0.4 | 11.9
O=C(COC(=O)/C=C/c1ccc(OC(F)F)cc1)Nc1ccc(N2CCOCC2)cc1 | 12.9 | -4.2 | 1.8 | -1.4 | 21.8 | 3.0 | 4.7 | 25.7
COc1ccc(CC(=O)OCC(=O)NNC(=O)c2ccccc2)cc1 | -3.3 | -1.1 | 1.0 | -0.1 | -26.5 | 0.3 | 7.0 | -5.6
Cn1ncc(C#N)c1/N=C/N1CCCCC1 | 4.9 | -1.6 | 7.9 | 9.2 | 5.2 | -1.5 | 5.6 | 0.1
O=S(=O)(c1ccc(OCC(O)CN2CCc3ccccc3C2)cc1)N1CCOCC1 (stereo unspecified) | -16.1 | -0.6 | -10.7 | 2.7 | -1.6 | -0.7 | -6.8 | 8.9
O=C(CCN1CCN(Cc2ccccc2)CC1)NNC(=O)Nc1cccc(C(F)(F)F)c1 | -35.2 | -3.2 | 12.1 | 5.8 | 16.0 | 0.8 | -2.7 | 8.5
COC(=O)c1c(NC(NC(=O)c2ccccc2)(C(F)(F)F)C(F)(F)F)sc2c1CCN(C)C2 | 1.7 | -1.4 | 7.4 | -1.6 | -9.3 | 0.1 | 6.1 | 8.7
Cc1ccc(-c2nnn(CC(=O)N(CC(=O)NCC3CCCO3)c3ccc(F)c(Cl)c3)n2)o1 (stereo unspecified) | 0.0 | 2.0 | 19.1 | 11.2 | -0.2 | 3.7 | 6.0 | -28.4
COc1ccc(-c2cc(N)n(S(=O)(=O)Cc3ccccc3)n2)c(OC)c1 | 6.3 | -2.5 | 0.9 | 10.4 | 3.8 | -0.5 | -24.6 | 20.9
S=C(Nc1ccccc1Cl)N1CCOCC1 | 5.5 | -2.1 | 4.1 | 5.4 | -10.7 | -0.8 | -10.7 | -11.0
Cn1c(=O)oc2cc(S(=O)(=O)Nc3ccc(Cl)cc3F)ccc21 | 5.4 | 1.0 | 15.1 | 18.3 | 9.3 | -0.4 | -4.8 | 1.2
O=C(C1CCCN(Cc2ccc(Br)cc2)C1)N1CCCCC1 (stereo unspecified) | -16.5 | -3.3 | 4.0 | 13.2 | 17.6 | 0.1 | 5.9 | -24.3
Nc1ccc(Cl)c(S(=O)(=O)Nc2ccc(Cl)cc2)c1 | -11.8 | -1.1 | -18.5 | 5.4 | -3.8 | -2.7 | -7.8 | -7.8
COc1ccc(C(=O)c2cnc(/N=C/N(C)C)s2)cc1 | -51.9 | 1.6 | 44.3* | 14.6 | -21.7 | 0.6 | 27.7 | -9.8
O=C(O)c1ccccc1Nc1ccnc(C(F)(F)F)c1 | 2.4 | -1.9 | 0.0 | 2.6 | 8.5 | -0.1 | 8.8 | -13.5
COc1ccc(C2C(C(C)=O)=C(O)C(=O)N2CCO)c(OC)c1 (stereo unspecified) | 19.1 | -6.6 | -14.9 | -9.6 | 6.8 | 0.4 | 1.8 | 19.5
COCCN(C(=O)COC(=O)CCc1ccccc1)c1c(N)n(Cc2ccccc2)c(=O)[nH]c1=O | -9.2 | -1.9 | -10.4 | 1.5 | -18.1 | -1.6 | -1.0 | 15.2
Cc1cc(C)n(CCNC(=O)c2ccc3c(c2)OCO3)n1 | -5.6 | -6.1 | -0.4 | 1.7 | 18.4 | 2.2 | -0.4 | 12.0
Cc1nnc(NC(=O)CSc2ccc(-c3ccccn3)nn2)s1 | 17.3 | -2.7 | 4.9 | -1.4 | 11.2 | 3.7 | 5.7 | 17.3
O=C(CSc1nc(-c2ccccc2Cl)ns1)NCc1ccc2c(c1)OCO2 | -14.7 | -0.7 | 10.2 | 28.0 | -18.4 | 0.3 | -1.3 | -63.0
Cc1nc2c(C(=O)N3CCOCC3)cnn2c(C)c1Cc1ccc(Cl)cc1 | -1.9 | -1.6 | 2.7 | -15.1 | 6.8 | 0.6 | 13.1 | -9.9
O=C(NN1CCOCC1)c1ccc(F)cc1 | 19.3 | -7.6 | -1.6 | 3.6 | 6.3 | 0.8 | 3.4 | 39.9
CCc1ccc(C(=O)COC(=O)c2ccccc2OC)cc1 | -6.3 | -2.2 | -0.3 | 15.9 | -9.7 | -1.2 | -4.4 | -25.0
COc1ccc(CNC(=O)C2CCN(C(=O)c3csc(Nc4ccc(C)cc4)n3)CC2)cc1 | 0.4 | -0.5 | -8.2 | 0.3 | -4.7 | 8.8 | 16.0 | 3.6
Cc1ccc2nc(SCC(=O)Nc3ccc4sc(C)nc4c3)c(C#N)cc2c1 | -59.5 | 9.2 | 10.9 | -20.6 | -7.1 | 7.6 | -42.1 | 25.7
O=C(COc1ccc(Br)cc1F)NC1CCN(Cc2ccccc2)CC1 | 4.8 | -3.0 | -40.9 | -17.5 | 20.2 | -1.5 | -33.2 | 7.1
CC(C)c1ccc(C(O)c2nc3ccccc3n2C)cc1 (stereo unspecified) | -11.7 | -0.9 | 15.9 | 26.3 | -2.2 | 2.1 | -1.4 | 29.9
CCOC(=O)Nc1csnn1 | -2.3 | -0.9 | 14.0 | 10.3 | -0.5 | 1.2 | -16.1 | -4.5
COc1ccc(N2C(=O)c3ccccc3S2(=O)=O)cc1 | 11.6 | -0.1 | -0.9 | 16.9 | 0.8 | 0.6 | 4.1 | 12.2
O=C(Cn1nc2sc3ccccc3n2c(=O)c1=O)c1cccs1 | 10.2 | -2.7 | -2.9 | -0.7 | 0.2 | 1.5 | 11.7 | -40.1
CC(C)(C)c1cc(O)c(C(C)(C)C)cc1O | -29.5 | 3.6 | 31.5 | 45.8 | 2.0 | 1.3 | 46.9* | -23.4
O=C(O)CSc1nnc(-c2ccncc2)n1-c1ccc(Cl)cc1 | 10.2 | -2.7 | 1.9 | -5.4 | 6.9 | -2.4 | 0.1 | -7.9
CCOC(=O)CCCn1ncn2c(cc3occc32)c1=O | 5.9 | 2.9 | 5.2 | 16.8 | -8.1 | 4.6 | 0.2 | 7.5
COc1ccc(NC(=O)NN2CCN(C)CC2)c(OC)c1 | 19.2 | -3.4 | -5.6 | -3.7 | -8.5 | 1.2 | -0.1 | 0.7
CC(C)(C)OC(=O)N1CCC[C@@H]1C(=O)N1CCC(C(=O)O)CC1 | -11.0 | 5.8 | 10.5 | 8.3 | 1.6 | -3.9 | -16.6 | 1.1
CCOC(=O)c1cnc(SCC(=O)Nc2cc(OC)ccc2OC)nc1N | -25.5 | -0.5 | 23.7 | -4.5 | 11.1 | 1.2 | -0.8 | 18.8
Cc1ccnc(NC(=O)c2ccc3c(c2)C(=O)N(CC2CCCO2)C3=O)c1 (stereo unspecified) | -1.4 | -2.1 | -15.2 | -3.9 | 8.9 | 2.6 | -13.3 | 8.1
O=C(CCCC(=O)OCC(F)(F)C(F)F)Nc1nccs1 | -18.8 | 0.3 | -4.7 | 2.6 | 5.1 | -1.1 | 2.1 | 15.6
Cc1cc(C)c2sc(NC(=O)c3ccc([N+](=O)[O-])o3)nc2c1 | -22.9 | 3.6 | 56.5* | 24.3 | 5.4 | 5.5 | -0.6 | 16.8
Cc1cc(C)n(C2CCCCC2OC(=O)c2ccccc2)n1 (stereo unspecified) | 14.9 | -1.0 | 24.1 | 33.7 | -3.2 | -2.0 | 23.1 | 16.9
Cc1cc(OC(C)C(=O)NC(Cc2c[nH]c3ccc(O)cc23)C(=O)O)c2c(C)c(C)c(=O)oc2c1 (stereo unspecified) | 5.7 | 0.3 | -25.9 | -0.8 | -17.8 | 0.2 | -3.3 | 18.2
O=C(c1ccc(=O)[nH]c1)N1CCCc2ccccc21 | 11.5 | -3.3 | -7.2 | 3.0 | -7.6 | -0.6 | -14.2 | 11.6
COc1ccc(N(CC(=O)NCc2cccnc2)S(=O)(=O)c2ccccc2[N+](=O)[O-])c(OC)c1 | 8.7 | -1.2 | -4.2 | -0.4 | -5.5 | 0.1 | -10.9 | -1.4
CC1CN/C(=C\C(=O)c2ccccc2)C(=O)N1 (stereo unspecified) | -94.0 | -2.8 | 27.6 | 13.6 | -89.5 | 3.4 | -1.2 | -52.4
CC(Sc1nnc(Cn2c(=O)sc3ccccc32)n1C)c1ccccc1 (stereo unspecified) | 18.1 | -0.6 | 23.9 | 14.4 | 12.1 | -0.3 | -6.2 | -1.7
Cc1cc(-n2c(C)cc(C(=O)CN3C(=O)NC4(CCCCC4)C3=O)c2C)no1 | -4.7 | 1.9 | 6.6 | 21.7 | -11.4 | -0.4 | 5.3 | 15.0

Screening data from PubChem.
